TrxR1 substrate = is turned over as a substrate by rat TrxR1; O89049; purified TrxR1 substrate turnover, NADPH consumption readout; Potency, µM (highest dose often 114 µM), for the others: top-dose activity change, negative = substrate turnover; 0.01% of 390,000 active; further: on the % scale 0 is the no-effect control and ±100 the full control effect; nearly all actives have a fitted effect of over 50% in size
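Rat TrxR1, dispensed at 90 nM, was prereduced with 400 uM NADPH (final) for 5 min at ~22 deg C, then incubated with compound 15 min before 400 uM selenite. A first-read NADPH fluorescence drop versus no-compound background flagged substrates.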
TrxR1 inh = rat TrxR1 inhibition; recombinant rTrxR1, NADPH fluorescence consumption, selenite substrate; 1% of 390,000 active; AID 588453; Potency, µM (top dose mostly 114 µM), without a hit: at the highest dose activity change, negative = inhibition, hits mostly inhibitors; further: on the % scale 0 is the no-effect control and ±100 the full control effect; nearly all actives have a fitted effect of over 65% in size
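Rat TrxR1 (90 nM in the dispensed reagent) was pre-reduced with 400 uM NADPH for 5 min at room temperature, then incubated with compound for 15 min. After 400 uM selenite was added, NADPH fluorescence (Ex 340/Em 450 nm) was followed for 8 min.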
IDH1 R132H inh = inhibitors of human mutant IDH1 R132H | O75874 | IDH1-R132H enzyme, NADPH consumption, diaphorase/resazurin fluorescence | Potency, µM (highest dose often 76.6 µM), inactives show top-dose activity change, negative = inhibition, actives largely listed as inhibitors | 0.093% of 390,000 active | AID 602179; further: on the % scale 0 is the no-effect control and ±100 the full control effect; nearly all actives have a fitted effect of over 65% in size
Target sequence (O75874 whole entry R132H, stated change not applied): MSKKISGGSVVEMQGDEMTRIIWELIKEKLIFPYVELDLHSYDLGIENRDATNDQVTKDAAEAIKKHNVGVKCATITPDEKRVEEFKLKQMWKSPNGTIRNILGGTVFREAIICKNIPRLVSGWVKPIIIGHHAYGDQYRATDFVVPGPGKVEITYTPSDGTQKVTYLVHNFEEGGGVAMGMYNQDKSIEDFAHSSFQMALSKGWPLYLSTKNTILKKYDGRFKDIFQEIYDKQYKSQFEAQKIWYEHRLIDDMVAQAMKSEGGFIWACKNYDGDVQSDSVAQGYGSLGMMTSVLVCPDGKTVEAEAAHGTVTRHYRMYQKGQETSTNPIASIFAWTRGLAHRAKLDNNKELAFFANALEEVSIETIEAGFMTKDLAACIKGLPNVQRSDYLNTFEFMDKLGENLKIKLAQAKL
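IDH1-R132H (0.5 ug/mL) preincubated 30 min with compound, then NADPH (0.016 mM) and alpha-KG (2 mM) added; 80 min at RT, pH 7.5. Remaining NADPH coupled via diaphorase/resazurin to fluorescence (540/590 nm); concentration-response curves normalized to no-enzyme control.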
12-LOX inh = blocks human arachidonate 12S-lipoxygenase | AID 1671190 | 1.1% of 580,000 active | purified 12hLO, xylenol orange hydroperoxide absorbance | P18054 | Potency, µM (doses to about 108 µM), without a hit: top-dose activity change, negative = inhibition, usual class: inhibitors; further: on the % scale 0 is the no-effect control and ±100 the full control effect
Target sequence (P18054 whole entry, looked up): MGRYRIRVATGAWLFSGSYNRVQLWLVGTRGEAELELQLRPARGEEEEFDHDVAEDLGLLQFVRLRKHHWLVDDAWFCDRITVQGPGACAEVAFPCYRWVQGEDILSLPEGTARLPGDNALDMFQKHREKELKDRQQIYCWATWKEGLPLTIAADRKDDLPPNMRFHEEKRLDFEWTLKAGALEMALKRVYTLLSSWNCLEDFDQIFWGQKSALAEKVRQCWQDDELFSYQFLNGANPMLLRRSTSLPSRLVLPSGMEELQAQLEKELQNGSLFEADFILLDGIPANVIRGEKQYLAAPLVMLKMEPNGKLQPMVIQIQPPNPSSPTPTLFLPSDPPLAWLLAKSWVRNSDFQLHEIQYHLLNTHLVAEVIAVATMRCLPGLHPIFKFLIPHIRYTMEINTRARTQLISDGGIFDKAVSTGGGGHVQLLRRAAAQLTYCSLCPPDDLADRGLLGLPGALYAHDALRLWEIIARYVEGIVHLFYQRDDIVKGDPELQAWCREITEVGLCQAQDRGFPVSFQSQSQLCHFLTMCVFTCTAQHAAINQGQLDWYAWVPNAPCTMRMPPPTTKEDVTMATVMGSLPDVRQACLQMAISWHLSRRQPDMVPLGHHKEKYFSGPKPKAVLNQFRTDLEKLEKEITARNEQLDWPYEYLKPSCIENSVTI
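Purified human 12hLO (150 nM final) in 25 mM Hepes, 0.01% Triton X-100, pH 7.0 was preincubated 15 min at room temperature with compound. Then 40 uM arachidonic acid was added, 30 min. Hydroperoxide was read by Fe-XO absorbance ratio 573/405 nm.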
USP1-UAF1 inh = USP1/UAF1 (human) deubiquitinase inhibition. recombinant USP1/UAF1, Ub-Rhodamine cleavage fluorescence. Potency, µM (series often up to 57.1 µM), inactives show top-dose activity change, negative = inhibition, actives largely listed as inhibitors. 0.23% of 390,000 active; further: on the % scale 0 is the no-effect control and ±100 the full control effect; nearly all actives have a fitted effect of over 60% in size; inactives centre near -12
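USP1/UAF1 complex (1 nM) preincubated 15 min at room temperature with compound, then Ub-Rho substrate (150 nM final) added. Kinetic fluorescence at 480/540 nm over 6 reads at 60 s intervals; 50 mM HEPES pH 7.8, 0.5 mM EDTA, 0.1 mg/ml BSA, 1 mM TCEP, 0.01% Tween-20.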
Vif-A3F inh = Vif-A3F binding inhibition | HeLa A3F-eYFP + Vif (tagged APOBEC3F with the HIV-1 protein that degrades it), YFP fluorescence increase | Potency, µM (top dose mostly 46.1 µM), without a hit: at the top dose activity, negative = active | 0.2% of 390,000 active; further: % of control where 0% means no effect; nearly all actives have a fitted effect of over 65% in size
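Fluorescence increase (Ex 488/Em 500-530) after overnight compound treatment at 37 deg C flags inhibition of Vif-driven A3F-eYFP loss in stable HeLa A3F-eYFP/Vif cells seeded overnight beforehand.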
RXFP1 agonist = activates the human relaxin receptor RXFP1; Potency, µM (titrated, usually from 57.5 µM), for the others: top-dose activation, usual class: activators; Q9HBX9; 0.3% of 370,000 active; HEK293T-RXFP1 cAMP TR-FRET, 30 min; response scale: percent of porcine relaxin response, buffer zero; AID 2676; further: on the % scale 0 is the no-effect control and ±100 the full control effect; nearly all actives have a fitted effect of over 60% in size; many of its hits are not listed in these tables
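Agonist response is measured as cAMP accumulation in an RXFP1-transfected HEK293T line under PDE4 inhibition. Values are scaled between buffer-only and 29 nM porcine relaxin, and EC50s come from standard Hill equation fits.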
RGS4 inh = blocks human RGS4-accelerated GTP hydrolysis. Transcreener GDP fluorescence polarization, RGS4-accelerated GTP hydrolysis. Potency, µM (doses to about 114 µM), without a hit: at the top dose activity change, negative = inhibition, hits mostly inhibitors. 0.039% of 390,000 active. AID 504845; further: on the % scale 0 is the no-effect control and ±100 the full control effect; nearly all actives have a fitted effect of over 75% in size; some results filed as inactive show a strong effect at the top dose
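MLSMR compounds (23 nl, pin-transferred) preincubated 10 min at room temperature with a 500nM (2x) first reagent, then RGS4 at 900nM (2x) plus Transcreener GDP mix added; fluorescence polarization (620/688 nm) read before and after 90 min at 30 °C.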
Vif-A3G inh = blocks the Vif interaction with human APOBEC3G. HeLa A3G-eYFP + Vif (tagged APOBEC3G with the HIV-1 protein that degrades it), YFP fluorescence, overnight. Potency, µM (series often up to 46.1 µM), for inactives: at the top dose activity, negative = active, most hits filed as inhibitors. 0.076% of 410,000 active. AID 602310;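 further: on the % scale 0 is the no-effect control and ±100 the full control effect; nearly all actives have a fitted effect of over 60% in size; hits raise eYFP signal because A3G escapes Vif-driven loss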
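HeLa cells stably expressing Vif and C-terminally eYFP-tagged A3G, seeded overnight at 37 deg C, then exposed to compound by pintool overnight at 37 deg C. Rise in yellow fluorescence (Ex 488/Em 500-530, Acumen) marks blocked Vif-driven A3G degradation.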
* marks the source's active call; other numbers are inactive results; u = inconclusive; x = no result given; [ ] = remark or other dose. The call rests on the fitted dose curve; in most records, active means well fitted curve in the direction sought with a large enough effect; inconclusive means small, poorly fitted or top-dose-only effect, or another doubt; inactive means no such curve, though single readings can be large; an effect the other way counts as inactive or inconclusive. Potency means the concentration at half of the fitted maximal effect.

SMILES	TrxR1 substrate	TrxR1 inh	IDH1 R132H inh	12-LOX inh	USP1-UAF1 inh	Vif-A3F inh	RXFP1 agonist	RGS4 inh	Vif-A3G inh
COc1cccc(CN2CCNC(=O)C2CC(=O)N(C)CCC2CCOCC2)c1OC (stereo not drawn)	-4.7%	u	7.2%	86.6%[activator]	-22.8%	-0.8%	-1.6%	-53.6%	1.6%
CN(CC(=O)O/N=C(\N)c1cccc([N+](=O)[O-])c1)S(=O)(=O)c1ccccc1	-13.5%	8.3%	2.2%	-26.7%	3.9%	-5.0%	-0.2%	-10.5%	2.4%
Cc1ccc(-n2c(SCC(=O)N3CCOCC3)nnc2-c2ccncc2)cc1C	-5.6%	9.4%	0.5%	9.4%	4.4%	8.3%	0.0%	14.9%	0.6%
COc1ccc(S(=O)(=O)N2CCCCCC2)cc1NC(=O)c1ccccc1S(C)(=O)=O	-10.3%	-10.9%	-2.0%	-20.8%	-20.1%	-12.3%	0.6%	-32.8%	0.3%
CCOc1ccc(C(=O)N[C@H](C(=O)NNC(=O)c2cccs2)C(C)C)cc1	-7.4%	12.4%[57.1 µM]	3.7%	0.3%	-9.8%	2.4%	x	-12.4%	0.4%
CC(=O)c1cc(C)ccc1OC(=O)c1cccc2nc(C)oc12	0.1%	4.3%	8.8%	25.7%	-11.7%	12.2%	1.2%	-26.9%	-0.9%
Cc1cccc(COCC(Cc2ccccc2)N2CCN(C(=O)c3cccc(Cl)c3)CCC2=O)c1 (stereo not drawn)	-4.0%	18.1%	4.5%	u	-20.8%	3.5%	3.0%	10.1%	-1.5%
CCn1c(C(=O)N2CCC(C(=O)N3CCN(c4cc(C)ccc4C)CC3)CC2)cc2sccc21	0.1%	16.2%	-7.5%	0.0%	u	-0.5%	11.9%	-1.0%	6.8%
C=CCOc1ccccc1/C=N/n1nnnc1N	3.3%[57.1 µM]	7.2%[57.1 µM]	0.0%	29.9%	-20.1%	-8.1%	-0.3%	21.8%	-4.9%
CCc1ccc(NC(=O)CCS(=O)(=O)c2ccc(Br)cc2)cc1	-6.0%	-0.9%	-10.1%	0.0%	-6.3%	-3.4%	-0.3%	19.2%	-2.1%
O=C(Cn1nc(-c2ccccc2)c2ccccc2c1=O)NCCO	3.8%	19.9%	1.7%	0.0%	-22.7%	-5.3%	4.1%	15.3%	0.3%
COc1cccc(N/C(SC)=C(/C#N)C(=O)NCc2cccs2)c1	-5.5%[57.1 µM]	17.8%[57.1 µM]	4.2%	-1.2%	-11.5%	-9.4%	0.1%	-25.6%	-1.9%
Cc1ccc(NC(=O)COC(=O)C2CSC3(C)CCC(=O)N23)c(C)c1 (stereo not drawn)	4.6%	22.2%	6.9%	-2.9%	-3.2%	1.5%	-1.2%	-6.0%	-0.8%
Nc1nnn(CC(=O)N/N=C/C=C/c2ccccc2)n1	12.2%[11.4 µM]	18.1%[11.4 µM]	2.5%	u	u	-4.2%	-0.8%	-15.9%	0.3%
CS(=O)(=O)N1CCC(Oc2ccccc2C(=O)NC2CCCCCC2)CC1	3.8%	12.0%	1.3%	3.5%	-24.1%	2.8%	0.6%	-18.0%	2.0%
CCCCNC(=S)N(C)/N=C/c1ccc(OCC(=O)Nc2ccc(OC)cc2)c(OC)c1	-8.3%	16.0%	-0.1%	-7.2%	-4.2%	-37.5%	0.0%	22.1%	-1.2%
CC(C)c1ccc(C(=O)NCCCc2ccccc2)cc1	-5.6%	7.4%	13.0%	0.0%	-15.5%	2.1%	-1.0%	-39.2%	-1.2%
COc1ccc(NC(=O)Nc2ccc(Cc3ccncc3)cc2)c(OC)c1	-10.8%	-8.0%	2.4%	-14.0%	-24.9%	-1.7%	-0.4%	-24.2%	-0.8%
COc1ncccc1C(=O)N1CCCC(N2CCN(c3cccc(Cl)c3)CC2)C1 (stereo not drawn)	12.2%	43.1%	1.0%	0.0%	-13.4%	-9.3%	0.5%	34.1%	-10.3%
N#Cc1nc(-c2ccc(Cl)cc2)oc1NCc1ccco1	42.2%[activator]	10.0%	6.7%	116.2%[activator][57.4 µM]	-20.3%	-6.6%	5.9%	-14.3%[11.4 µM]	0.0%
CCOC(=O)c1c(C)oc2nc(C)nc(NCc3cccc(Cl)c3)c12	-2.3%	17.2%	0.6%	-10.2%	1.5%	-3.8%	-1.0%	-14.4%	-3.4%
Clc1ccc(-c2csc(N3CCc4ccccc4C3)n2)cc1	-4.6%	-3.2%	4.5%	31.0%[activator]	-5.2%	x	1.4%	-13.3%	0.1%
Cc1ccc(CNC(=O)CCC(=O)Nc2nnc(C(C)C)s2)cc1	2.9%	3.7%	-9.9%	8.6%	-20.4%	3.3%	-0.2%	17.6%	0.3%
CCOC(=O)c1c(C)[nH]c(C)c1S(=O)(=O)N(C)CC(=O)Nc1cc(C)ccc1OC	0.8%	11.3%	-3.8%	-0.2%	-11.2%	13.6%	-0.5%	-4.7%	1.6%

Reformatted: results already given.
Value order – TrxR1 substrate, TrxR1 inh, IDH1 R132H inh, 12-LOX inh, USP1-UAF1 inh, Vif-A3F inh, RXFP1 agonist, RGS4 inh, Vif-A3G inh
Cc1ccc(NC(=O)COC(=O)C2CSC3(C)CCC(=O)N23)c(C)c1 (stereo not drawn)
→ 4.6%, 22.2%, 6.9%, -2.9%, -3.2%, 1.5%, -1.2%, -6.0%, -0.8%
Nc1nnn(CC(=O)N/N=C/C=C/c2ccccc2)n1
→ 12.2%[11.4 µM], 18.1%[11.4 µM], 2.5%, u, u, -4.2%, -0.8%, -15.9%, 0.3%
CS(=O)(=O)N1CCC(Oc2ccccc2C(=O)NC2CCCCCC2)CC1
→ 3.8%, 12.0%, 1.3%, 3.5%, -24.1%, 2.8%, 0.6%, -18.0%, 2.0%
CCCCNC(=S)N(C)/N=C/c1ccc(OCC(=O)Nc2ccc(OC)cc2)c(OC)c1
→ -8.3%, 16.0%, -0.1%, -7.2%, -4.2%, -37.5%, 0.0%, 22.1%, -1.2%
CC(C)c1ccc(C(=O)NCCCc2ccccc2)cc1
→ -5.6%, 7.4%, 13.0%, 0.0%, -15.5%, 2.1%, -1.0%, -39.2%, -1.2%
COc1ccc(NC(=O)Nc2ccc(Cc3ccncc3)cc2)c(OC)c1
→ -10.8%, -8.0%, 2.4%, -14.0%, -24.9%, -1.7%, -0.4%, -24.2%, -0.8%

Some values from the results shown.
`CCCCNC(=S)N(C)/N=C/c1ccc(OCC(=O)Nc2ccc(OC)cc2)c(OC)c1` in TrxR1 inh reads 16.0%
`N#Cc1nc(-c2ccc(Cl)cc2)oc1NCc1ccco1` in USP1-UAF1 inh reads -20.3%

Other results follow:
SMILES	TrxR1 substrate	TrxR1 inh	IDH1 R132H inh	12-LOX inh	USP1-UAF1 inh	Vif-A3F inh	RXFP1 agonist	RGS4 inh	Vif-A3G inh
COc1ccc(-c2ccc(SCC(=O)N3CC(=O)Nc4ccccc43)nn2)cc1	3.7%[57.1 µM]	-3.2%[57.1 µM]	-6.7%	0.2%	-22.4%	-2.9%	1.0%	14.9%	-6.7%
COc1ccc(Cl)cc1C(=O)NNC(=O)C1COc2ccccc2O1 (stereo not drawn)	3.1%	7.4%[57.1 µM]	-3.4%	-4.3%	-18.8%	1.4%	-0.1%	u	-0.5%
O=C(CSc1nc2ccccc2nc1Cc1ccccc1F)Nc1cccc(C(F)(F)F)c1	-4.6%	-2.7%	-8.6%	-21.7%	-17.2%	-2.4%	29.4%	-25.3%	2.4%
Cc1nnc(Nc2ccc(F)cc2)c2ccccc12	4.1%[57.1 µM]	-0.5%[57.1 µM]	4.3%	18.8%	-16.2%	1.7%	1.5%	14.4%	-1.4%
COc1ccc(CNc2nc(-c3ccc(Cl)cc3)cc(C(F)(F)F)n2)cc1	-9.2%	-21.7%	0.3%	-14.6%	-14.7%	-4.1%	-0.3%	20.7%	2.3%
O=C1OCCN1C(=O)[C@H]1[C@H](c2ccc(F)cc2)C(c2ccccc2)=NN1c1ccccc1	13.9%	29.5%	2.3%	u	u	5.2%	x	-4.1%	-4.0%
COC(=O)CC1C(=O)NCCN1C(=O)c1cc([N+](=O)[O-])ccc1Cl (stereo not drawn)	2.0%[57.1 µM]	8.9%[57.1 µM]	2.7%	-0.4%	-3.3%	5.3%	3.5%	20.4%	1.4%
CCSc1nnc(CCNS(=O)(=O)c2ccc(C(C)=O)cc2)n1C	-1.7%[57.1 µM]	6.4%[57.1 µM]	-1.2%	-9.7%	-25.6%	6.5%	1.5%	28.7%	0.6%
CC(=O)Nc1ccc(NC(=O)C(C)OC(=O)CSCc2cccc(Cl)c2)cc1 (stereo not drawn)	-6.6%	-4.2%	6.4%	-1.3%	-13.8%	0.3%	1.1%	-34.6%	-1.6%
O=C(Oc1ccccc1F)c1nc(SCc2ccccc2F)ncc1Cl	-5.6%	-1.9%	0.0%	u	-0.5%	3.0%	-0.7%	-17.3%	-2.7%
O=C1CC(C(=O)Nc2ccc(F)cc2)S/C(=N\N=C\c2ccco2)N1 (stereo not drawn)	-16.0%	-12.4%	6.7%	2.1%	-0.7%	-0.9%	-1.0%	-36.1%	-1.6%
CCC(=O)NNc1ncnc2c1cnn2-c1ccc(C)c(Cl)c1	-3.5%[57.1 µM]	10.4%[57.1 µM]	-8.8%	-12.5%	-2.4%	0.1%	-1.8%	35.2%	0.0%

This is a subset, so the mix of outcomes need not match the whole.
